Source: PubChem BioAssay (Small Molecule Screening Facility, UW Madison)
RMI FANCM FP – inhibitors of human RMI core complex binding to FANCM MM2; Fluorescence polarization, RMI core complex with F-MM2 peptide; stronger effect = lower value; FP signal (polarization) at 33 µM; 70,000 compounds, 0.58% hits; AID 1159607; in the data active means FP signal below about 40; further: inactives centre near 61; strong numbers were not always called active; unit not given here
Numbers without * were called inactive; & = joins results of further samples.

mol | RMI FANCM FP
CN(C)S(=O)(=O)c1ccc(C(=O)Nc2nc(-c3ccc(Cl)c(Cl)c3)cs2)cc1 | 61
COC(=O)c1cc(/C=N\NC(N)=S)cn1C | 55
Cc1cc(NC(=O)CSc2c(-c3ccccc3)[nH]c3ccccc23)no1 | 60
CC(=O)Oc1ccc2c(c1)CCC1C2CC[C@@]2(C)C1CC[C@@H]2OC(C)=O (stereo partly specified) | 52
Cn1c(=O)[nH]c(=O)c2[nH]c(Br)nc21 | 54
Cc1cc(=O)n2c(n1)SCC2CC(=O)N1CCN(c2ncccn2)CC1 (stereo unspecified) | 65
Cc1cccc(Cl)c1-n1sc(=O)n(CC2CC2)c1=O | 56
NC(=NNC(=S)Nc1ccccc1C(F)(F)F)c1ccccn1 | 60
COC(=O)c1ccccc1NC(=O)c1ccc(=O)n(C)n1 | 60
O=C1CCc2cc(NC(=O)c3cccc(F)c3)ccc2N1 | 54
CCOC(=O)C1CCN(C(=O)CN2C(=O)c3ccccc3C2=O)CC1 | 53
Cc1ccc(C)c(CSc2nc(C3CCCCC3)c(C#N)c(=O)[nH]2)c1 | 44
O=C(Cc1csc(Nc2ccc(F)cc2)n1)NCc1cccnc1 | 64
CCOc1cc(C(=O)NCC2COC3(CCCC3)O2)cc(OCC)c1OCC (stereo unspecified) | 52
CCCCc1ccc(NC(=O)N2CCCN(c3ncc(C(F)(F)F)cc3Cl)CC2)c(C)c1 | 53
O=C(Cc1ccccc1)NCCOc1ccc2c(c1)OCO2 | 61
O=S(=O)(c1ccc(F)c(Cl)c1)N1CCCC1 | 63
O=C(NCCN1CCOCC1)C(=O)Nc1ccc(N2CCCS2(=O)=O)cc1 | 65
CCOc1nn(CC)cc1C(=O)N1CCC(Cc2ccccc2)CC1 | 54
O=c1[nH]c(=S)c2c(n1Cc1cccs1)CCC2 | 59
Cc1nc(C#N)c(N/N=C\c2cccs2)o1 | 67
Cc1ccc(S(=O)(=O)N2CCN(S(=O)(=O)N3CCOCC3)CC2)cc1 | 59
O=C(COc1ccccc1)NCCn1ncc2c(=O)n(Cc3ccc(Br)cc3)cnc21 | 66
Brc1ccc(Br)c2ccccc12 | 56
N#C/C(=C\c1c(Cl)cccc1Cl)S(=O)(=O)c1ccc(Cl)cc1 | 58
Cc1ccc(CC(=O)Nc2nnc(CSc3ccccc3)o2)c(C)c1 | 62
CCOCCn1c(=NC(=O)c2ccnn2C)sc2c(C)cc(C)cc21 | 50
COc1ccc(N2CC(c3n[nH]c(=S)o3)CC2=O)cc1Cl (stereo unspecified) | 62
Cc1nc(-c2ccc(F)cc2)sc1CCNC(=O)c1ccc(Br)o1 | 60
Cn1nc(-c2ccc3ccccc3c2)c(=O)n(C)c1=S | 50
C=CCNC(=S)N(CCC#N)C1CCCCC1 | 56
O=C(c1cccs1)N(CCn1cccn1)c1nc2c(Cl)cccc2s1 | 61
O=C(Cc1cc(=O)[nH]c(SCc2cccc(Cl)c2)n1)NCc1ccc(F)cc1 | 62
O=c1[nH]cnc2c1nnn2-c1cccc(Cl)c1 | 66
NC(=O)SCC(=NS(=O)(=O)c1ccc(Cl)cc1)Nc1cccc2ccccc12 | 30*
O=C(C(=O)N1CCN(c2ccc(F)cc2)CC1)c1cn(CC(=O)N2CCOCC2)c2ccccc12 | 58
COCCNc1ncnc2scc(-c3ccc(C)cc3)c12 | 75
CN1c2ccccc2C(O)=C(C(=O)Nc2ccc(OC(F)(F)F)cc2)S1(=O)=O | 52
C=CCN1C(=O)C(C)(C)COc2ccc(NC(=O)c3ccccc3F)cc21 | 68
CCOC(=O)c1ccccc1NC(=O)CSC1=NS(=O)(=O)c2ccccc2N1CC | 77
CCS(=O)(=O)N1CCCc2cc(NS(=O)(=O)c3ccc(F)c(Cl)c3)ccc21 | 70
O=S(=O)(c1ccc(Cl)cc1)N1CCN(CC(O)Cn2c3ccccc3c3ccccc32)CC1 (stereo unspecified) | 58
CSc1nc2ccc3nc(NC(=O)c4cccc([N+](=O)[O-])c4)sc3c2s1 | 56
CCc1ccccc1NC(=O)c1cc(C)oc1C | 65
O=C(Cc1ccccc1)N1CCC(c2nnc(C3CC3)s2)CC1 | 62
CSc1ccccc1NC(=O)C(=O)NCC(c1ccc2c(c1)CCN2C)N1CCCC1 (stereo unspecified) | 59
Cc1ccc(S(=O)(=O)Nc2ccc(C(=O)Nc3ccncc3)cc2)cc1 | 62
COc1ccc(C(=O)Nc2nc3c(C)c(Cl)ccc3s2)cc1OC | 60
Cc1cc(=O)[nH]c(-n2nc(C)cc2NC(=O)C(=O)NCc2ccco2)n1 | 58
C/C(=C(/CCO)SSCC1CCCO1)N(C=O)Cc1cnc(C)nc1N (stereo unspecified) | 50
CCOC(=O)c1cncc(C#CCOC(=O)Nc2ccccc2)c1 | 59
Cc1ccc(C)c(NC(=O)CSc2nnc(CNC(=O)c3cccc4ccccc34)n2-c2ccccc2)c1 | 52
CCN1C(=O)C(C)(C)COc2ccc(NS(=O)(=O)c3ccc(C)cc3)cc21 | 65
COc1ccc(Cl)cc1NC(=O)CSc1cn(CCNC(=O)c2cc(C)cc(C)c2)c2ccccc12 | 55
NC(=O)C1CC1(Cl)Cl (stereo unspecified) | 58
O=C(CNS(=O)(=O)c1ccc(F)c(Cl)c1)N1CCCC1 | 72
Cc1nn(Cc2cccc(C(N)=O)c2)c(C)c1Br | 59
COc1ccc(S(=O)(=O)Nc2cc(-c3c(O)ccc4ccccc34)c(O)c3ccccc23)cc1 | 58
CCN(CC)CC(=O)NC1C2CC3CC(C2)CC1C3 (stereo unspecified) | 70
O=C(/C=C/c1ccccc1C(=O)O)c1ccc(F)cc1 | 69

Continuation:
mol | RMI FANCM FP
COc1ccc(-c2cc3c(=O)[nH]nc(SCc4cccc(Br)c4)n3n2)cc1OC | 69
COc1cc(C(=O)Nc2nsc(-c3ccccc3)n2)cc(OC)c1OC | 85
COc1cc(-c2nnn(-c3ccc(C)cc3)n2)cc(OC)c1OC | 62
COc1ccc(-c2cn3c(C(=O)Nc4cc(C)on4)csc3n2)cc1 | 62
COc1cc2c(cc1OC)-c1cc(=Nc3c(C)cc(C)cc3C)n(C)c(=O)n1CC2 | 55
COc1ccc(-c2csc(NC(=O)c3ccc(S(=O)(=O)N4CCCCC4C)cc3)n2)cc1C (stereo unspecified) | 74
C=CCN(CC=C)S(=O)(=O)c1ccc(C(=O)Nc2nnc(CC)o2)cc1 | 58
O=C1/C(=C/c2ccncc2)CC/C1=C\c1ccncc1 | 63
Cc1ccc(Cn2cc(C(=O)NNC(=O)Nc3ccc(F)cc3)ccc2=O)cc1 | 62
Cc1cc(S(=O)(=O)NCC2CCCO2)cc([N+](=O)[O-])c1C (stereo unspecified) | 65
CCN=C1SC(CC(=O)NCCc2ccc(OC)c(OC)c2)C(=O)N1CC (stereo unspecified) | 65
CCOc1cn2c(cc1=O)C(=O)N(CCNC(=O)c1ccc(C)cc1)CC2 | 60
CS(=O)(=O)N1CCC(C(=O)Nc2nc3c(Cl)c(Cl)ccc3s2)CC1 | 65
COCC(=O)NNC(=O)c1cccn(Cc2ccc(F)cc2)c1=O | 61
CC(=O)c1cccc(NC(=O)CSc2nnc(-c3cccc(C)c3)n2N)c1 | 56
Cc1cc(=O)[nH]c(-n2nc(C)c(CCC(=O)Nc3ccc(C(N)=O)cc3)c2C)n1 | 61
O=C(Cc1csc(SCC(=O)c2cccs2)n1)NCc1c(F)cccc1F | 67
CC(C)N=C(N)N=C(N)Nc1ccc(Cl)cc1 | 51&69
Cc1cc(C(=O)Oc2cccc(Cl)c2)n(C(C)(C)C)n1 | 55
FC(F)(F)c1cc(-c2ccccc2)nc(SCc2nc3ccccc3[nH]2)n1 | 59
O=C(O)CCc1csc(NC(=O)c2ccc(Cl)cc2)n1 | 69
CC(=O)Nc1cccc(NC(=O)CSc2ncc(C(=O)Nc3ccc(F)cc3)c(=O)n2C)c1 | 95
Cc1nnc2ccc(-c3cccc(NC(=O)c4cccc(Cl)c4)c3)nn12 | 68
COc1cccc(/C=N\NC(=O)c2cc(-c3ccc(Br)s3)[nH]n2)c1O | 56

Part of the list above, field by field.
Structure: CC(C)N=C(N)N=C(N)Nc1ccc(Cl)cc1
- RMI FANCM FP = 51&69
Structure: Cc1cc(C(=O)Oc2cccc(Cl)c2)n(C(C)(C)C)n1
- RMI FANCM FP = 55
Structure: FC(F)(F)c1cc(-c2ccccc2)nc(SCc2nc3ccccc3[nH]2)n1
- RMI FANCM FP = 59
Structure: O=C(O)CCc1csc(NC(=O)c2ccc(Cl)cc2)n1
- RMI FANCM FP = 69

(list continues)
mol | RMI FANCM FP
O=C(N/N=C\c1cccs1)c1ccc(S(=O)(=O)N2CCCCCC2)cc1 | 58
CC(=O)N1Cc2ccccc2S12OC(=O)c1ccccc12 (stereo unspecified) | 55
COc1cccc(OC)c1C(C)(O)C(OC)OC (stereo unspecified) | 55
CCN1CCN(Cc2c(O)ccc3c2O/C(=C\c2cc(OC)c(OC)c(OC)c2)C3=O)CC1 | 99
COC(OC)c1ccc2c(N)c(C(=O)c3ccc(C)cc3)sc2n1 | 60
O=C(Nc1nc(-c2ccc3ccccc3c2)cs1)c1ccc([N+](=O)[O-])o1 | 58
CS(=O)(=O)N1CCC(c2nnc(-c3ccco3)s2)CC1 | 61
Cc1ccc(C)c2sc(Cl)nc12 | 59
COc1ccc(S(=O)(=O)NCCOc2cc(C)cc(C)c2)c(OC)c1 | 62
O=C(/C=C/c1ccco1)NCc1ccccc1 | 58
O=C(CSc1nnc(NC(=O)c2cccc([N+](=O)[O-])c2)s1)Nc1ccc2c(c1)OCCO2 | 56
Cn1ccc(C(=O)Nc2nc3ccccc3s2)n1 | 70
CCOC(=O)c1ccc(NC(=O)c2ccn(C)n2)cc1 | 69
O=C(O)c1nccnc1-c1nc2ccccc2c(=O)[nH]1 | 56
Cc1ccc(NC(=O)N2CCCC(c3nnc(CC(C)(C)C)o3)C2)cc1 (stereo unspecified) | 60
Cc1ccc(Cn2cc(C(=O)NNC(=O)NCC(C)C)ccc2=O)cc1 | 65
COC(=O)Nc1ccc(S(=O)(=O)N2CCCC(C(=O)Nc3ccc4c(c3)OCO4)C2)cc1 (stereo unspecified) | 58
Cc1nc(N2CCSCC2)ncc1S(=O)(=O)c1ccc(Cl)cc1 | 61
CC1CCN(c2ncnc3sccc23)CC1 | 73
O=C(CN1CCCc2ccccc21)N/N=C\c1cccc([N+](=O)[O-])c1 | 62
Cc1nn(C2CCS(=O)(=O)C2)c2nc(-c3ccco3)cc(C(=O)Nc3nccs3)c12 (stereo unspecified) | 64
Cc1nnc(-c2ccc(C(F)(F)F)cn2)nc1C | 57
CC(C)c1ccc(-c2csc(NC(=O)c3ccccc3)n2)cc1 | 59
CN(C)c1ccc(O)c2c1CC1CC3[C@@H](N(C)C)C(=O)C(C(N)=O)=C(O)[C@]3(O)C(=O)C1=C2O (stereo partly specified) | 54
O=c1[nH]c(=O)n([C@H]2C[C@H](O)[C@@H](CO)O2)cc1Br | 51
NC(=O)c1cc[n+](CC2=C(C(=O)[O-])N3C(=O)[C@@H](NC(=O)Cc4cccs4)[C@H]3SC2)cc1 | 44
COc1cccc2c(NC(=O)c3ccc(Br)cc3)c(C(=O)c3ccc(Cl)cc3)oc12 | 49
O=C(Nc1ccc(Cl)cc1)NC(c1ccccc1)c1ccccc1 | 55
Cc1cc(NC(=O)Cn2nc(C3CCN(S(C)(=O)=O)CC3)n(-c3cccs3)c2=O)no1 | 61
O=C(c1ccc(Br)cc1)N1CCN=C1SCc1cccc(F)c1 | 62
CC(=O)N(C)Cc1nc2ccccc2n1CCCOc1ccccc1Cl | 59
COc1ccccc1-n1c(CNC(=O)c2ccc(S(=O)(=O)N3CCOCC3)cc2)nnc1SCc1ccc(Br)cc1 | 60
COc1cccc(C(=O)Nc2ccc3c(c2)N(CCC(C)C)C(=O)C(C)(C)CO3)c1 | 69
Cn1cc(CC(=O)N2CCN(c3cccc(C(F)(F)F)c3)CC2)c2ccccc21 | 65
CCCN1C(=O)C(C)(C)COc2ccc(NS(=O)(=O)c3ccc(C(C)(C)C)cc3)cc21 | 67
O=C(CSc1ccc(NC(=O)c2cccs2)nn1)NCc1ccccc1Cl | 85

Continued, starting with the last 4 of the part before.
mol | RMI FANCM FP
COc1cccc(C(=O)Nc2ccc3c(c2)N(CCC(C)C)C(=O)C(C)(C)CO3)c1 | 69
Cn1cc(CC(=O)N2CCN(c3cccc(C(F)(F)F)c3)CC2)c2ccccc21 | 65
CCCN1C(=O)C(C)(C)COc2ccc(NS(=O)(=O)c3ccc(C(C)(C)C)cc3)cc21 | 67
O=C(CSc1ccc(NC(=O)c2cccs2)nn1)NCc1ccccc1Cl | 85
COc1ccc2c(C)cc(Sc3nnnn3-c3ccccc3)nc2c1 | 57
COCCCNC(=S)NNC(=S)Nc1cccc(Cl)c1 | 52
O=S(=O)(NCC1CCN(Cc2ccco2)CC1)c1cc(Cl)ccc1Cl | 76
Cc1nc(C)c(-c2ccc(SCC(=O)c3ccc([N+](=O)[O-])cc3)nn2)s1 | 57
CC(C)C(=O)Nc1ccc(C(=O)NCCNS(=O)(=O)/C=C/c2ccccc2)cc1 | 63
COc1ccc(OC)c(Nc2nc(NCc3ccco3)nc(N)c2[N+](=O)[O-])c1 | 52
O=C(c1ccco1)N1CCCc2ccc(NS(=O)(=O)c3ccccc3[N+](=O)[O-])cc21 | 59
CC1C/C(=C\c2cccnc2)C(=O)/C(=C/c2cccnc2)C1 (stereo unspecified) | 62
O=C(CCCn1nc(-c2ccco2)ccc1=O)Nc1ccc(Cl)cc1Cl | 66
O=C1/C(=C/c2ccccc2I)N=C2CCCCCN12 | 61
O=[N+]([O-])c1cccc(CSc2ncc(CO)n2Cc2ccccc2)c1 | 59
COc1ccccc1-c1ccc(SCC(=O)Nc2nc3ccccc3s2)nn1 | 65
O=C(NCCc1csc2nc(-c3ccc(Cl)cc3)nn12)C(=O)Nc1ccc(Cl)cc1 | 96

The list is partial, so the mix of outcomes need not match the whole.
